STK33 inh: human STK33 kinase inhibition. hit rate 0.073% among 320,000. purified STK33, MBP phosphorylation, ADP-Glo luminescence. inhibition, % at 10 µM;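 active = inhibition at or above 25%, using the most active replicate where run in duplicate; inactive = inhibition below 25%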
KCNQ2 block: KCNQ2 potassium channel inhibitors, primary screen, cell-based, CHO-K1, FluxOR thallium flux, B-score (AID 2156). O88943. 20 min; hits give low values. hit rate 1.1% among 310,000. B-score at 10 µM;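 active = fluorescence ratio B-score at most minus 3 library SDs, with starting brightness B-score within 2 library SDs, cut at about -5.5 in these data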
Target sequence (O88943 whole entry, looked up): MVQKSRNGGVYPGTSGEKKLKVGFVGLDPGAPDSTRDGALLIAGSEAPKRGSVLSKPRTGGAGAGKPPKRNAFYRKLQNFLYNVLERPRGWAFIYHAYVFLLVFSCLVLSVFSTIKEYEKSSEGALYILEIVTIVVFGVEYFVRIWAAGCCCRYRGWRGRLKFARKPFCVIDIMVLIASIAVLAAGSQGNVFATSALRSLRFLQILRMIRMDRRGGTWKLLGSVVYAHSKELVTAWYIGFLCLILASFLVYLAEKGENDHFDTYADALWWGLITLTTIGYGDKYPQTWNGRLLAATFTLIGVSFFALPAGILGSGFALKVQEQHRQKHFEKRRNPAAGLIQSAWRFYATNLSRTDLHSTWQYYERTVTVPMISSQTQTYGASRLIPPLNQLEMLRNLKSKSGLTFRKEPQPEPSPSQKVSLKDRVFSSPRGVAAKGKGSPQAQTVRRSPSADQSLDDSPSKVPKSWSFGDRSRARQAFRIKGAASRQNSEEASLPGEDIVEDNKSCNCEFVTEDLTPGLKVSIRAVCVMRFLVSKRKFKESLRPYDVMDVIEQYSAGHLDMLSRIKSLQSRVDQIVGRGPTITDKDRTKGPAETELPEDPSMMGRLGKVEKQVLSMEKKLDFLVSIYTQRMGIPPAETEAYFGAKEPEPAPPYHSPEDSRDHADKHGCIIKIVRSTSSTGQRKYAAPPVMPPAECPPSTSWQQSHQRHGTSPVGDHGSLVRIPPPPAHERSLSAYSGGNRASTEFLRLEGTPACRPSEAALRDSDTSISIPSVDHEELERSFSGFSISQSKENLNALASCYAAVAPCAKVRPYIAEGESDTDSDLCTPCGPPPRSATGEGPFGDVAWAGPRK
OX1R antag: antagonists of human orexin 1 receptor (OX1R) | inhibition, % at 6.6 µM | AID 485270 | O43613 | hit rate 1.8% among 330,000 | OX1R-expressing cells, FRET antagonist read-out; in the data active = inhibition mostly above about 38%, no sharp cut-off; inactive = mostly below about 40%;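 note: 0% = agonist challenge alone and 100% = reference antagonist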
Numbers without * were called inactive; i = inactive; / = not tested or not shown.

SMILES	STK33 inh	KCNQ2 block	OX1R antag
CCCCOc1ccc(C(=O)OCC(=O)N2CCCCCC2)cc1	1.1	/	13
CC(C)(C)c1cc(C(=O)O)n(Cc2ccc(Cl)cc2Cl)n1	-1.1	i	12
CCOC(=O)c1sc(=S)n(-c2ccccc2)c1NC(C)=O	1.9	i	10
COc1ccc(C2CC(=O)c3c([nH]c(C(=O)OC(C)C)c3C)C2)cc1OC (stereo not given)	0.2	i	23
O=C(Nc1ccccc1N1CCN(C(=O)c2ccc(Cl)cc2)CC1)c1cccc(F)c1	0.8	i	24
CC(C)C(=O)N1CCC(Cc2ccccc2)CC1	-0.2	i	20
COc1ccc(NC(=O)CCNC(=O)C2CCN(S(=O)(=O)c3ccc(OC)cc3)CC2)cc1	1.7	i	18
Cc1[nH]c(=O)[nH]c(=O)c1N1CCOCC1	0.4	i	3
COC(=O)C1CCN(C(=O)Nc2ccccc2)CC1	-0.7	i	5
O=C(Nc1cccc(F)c1)Nc1cccc(Cl)c1	-1.5	i	31
CC(NS(=O)(=O)c1ccc2c(c1)OCCO2)c1ccccc1 (stereo not given)	0.3	i	9
COCCCN(C(=O)c1ccco1)c1nc(-c2ccc(OC)cc2)cs1	0.2	i	-2
CCOc1ccccc1NC(=O)Cn1c(=O)oc2cc(Cl)ccc21	-0.8	i	2
Cc1ccc(/C=N/NC(=O)CSc2nc3ccccc3s2)o1	-0.4	i	15
COC(=O)c1ccc(-n2c(C)cc(C(=O)COC(=O)CC3Sc4ccccc4NC3=O)c2C)cc1 (stereo not given)	-3.5	i	33
CCN(CC)S(=O)(=O)c1cccc(C(=O)N[C@H](C(=O)NCc2ccc(Cl)cc2)C(C)C)c1	-2.2	i	12
O=C1c2ccccc2C(=O)c2[nH]cnc21	2.1	i	/
CCN(CCCNC(=O)CN(C)S(=O)(=O)c1ccc2c(c1)CCC(=O)N2)c1cccc(C)c1	-1.8	i	13
C/C(=N\N1CCN(Cc2ccc(Cl)cc2)CC1)c1ccc([N+](=O)[O-])cc1	-0.6	i	54
C=CCc1cccc(CNc2c(C)cc(C)cc2C)c1O	-0.1	i	-3
O=C(CNS(=O)(=O)c1ccccc1)Nc1ccc2c(c1)OCO2	-1.3	i	14
CCOc1ccccc1N(C(=O)c1ccco1)C(C(=O)NC1CCCC1)c1cccnc1 (stereo not given)	-1.9	i	26
c1ccc(CCn2nnnc2CN2CCc3ccccc32)cc1	0.0	i	23
CC1(C)Oc2ccc(C(=O)NC3CCCC3)cc2N(CC(=O)NC2CCCC2)C1=O	7.0	i	13
CCN(CC)CC(=O)c1ccc(-c2ccccc2)cc1	1.2	i	7

Quoted at random: two entries already listed
SMILES	STK33 inh	KCNQ2 block	OX1R antag
C=CCc1cccc(CNc2c(C)cc(C)cc2C)c1O	-0.1	i	-3
c1ccc(CCn2nnnc2CN2CCc3ccccc32)cc1	0.0	i	23

The main list resumes; the 5 compounds before the break are reprinted first.
SMILES	STK33 inh	KCNQ2 block	OX1R antag
O=C(CNS(=O)(=O)c1ccccc1)Nc1ccc2c(c1)OCO2	-1.3	i	14
CCOc1ccccc1N(C(=O)c1ccco1)C(C(=O)NC1CCCC1)c1cccnc1 (stereo not given)	-1.9	i	26
c1ccc(CCn2nnnc2CN2CCc3ccccc32)cc1	0.0	i	23
CC1(C)Oc2ccc(C(=O)NC3CCCC3)cc2N(CC(=O)NC2CCCC2)C1=O	7.0	i	13
CCN(CC)CC(=O)c1ccc(-c2ccccc2)cc1	1.2	i	7
CC(OC(=O)CCN=C1NS(=O)(=O)c2ccccc21)C(=O)Nc1ccc(F)c(F)c1F (stereo not given)	0.7	i	14
Cc1ccc(Cn2c(=N)c(C(=O)NCCN3CCOCC3)cc3c(=O)n4ccccc4nc32)cc1	1.5	i	54*
COc1ccc(/C=C/C(=O)CCC(=O)O)cc1	0.3	i	26
CCCCSC(=S)NC1CCS(=O)(=O)C1 (stereo not given)	-0.1	i	4
Cc1ccn2cc(-c3ccc(O)c(O)c3)nc2c1	15	i	-14
COc1ccc(OC)c(S(=O)(=O)n2nnc3ccccc32)c1	-1.0	i	5
CCCCN1C(=O)c2ccc(C(=O)OCC(=O)NCCc3ccc(S(N)(=O)=O)cc3)cc2C1=O	-0.8	/	13
COCCCNC(=O)c1ccc2c(=O)n(Cc3ccc(Cl)cc3)c(=S)[nH]c2c1	0.0	i	10
Cn1c(=O)c2c(nc(Sc3ncnn3CC(=O)NC3CCCCC3)n2C)n(C)c1=O	-0.4	i	9
C[C@@H]1NC(=O)N[C@@H]1CCCCCC(=O)O	-1.0	i	3
C/C(=N\NC(=O)C1(C)NC(C)(C)Cc2ccccc21)c1ccccc1 (stereo not given)	-0.7	i	17
CCOc1ccc(C(CC(=O)O)NC(=O)c2ccco2)cc1 (stereo not given)	-1.2	i	2
COc1ccc(C(=O)NCCCCNC(=O)c2ccc(OC)c(OC)c2)cc1OC	-1.4	i	12
O=C(Cc1ncc(C(F)(F)F)cc1Cl)NCCc1ccccn1	-1.4	i	16
COCCNC(=O)c1cn(C)c2ccc(S(=O)(=O)N3CCCC3)cc2c1=O	-0.3	i	-1
CC1CCc2sc(C(=O)NC3CCN(Cc4ccccc4)CC3)cc2C1 (stereo not given)	-1.8	/	2
COc1cccc(Oc2c(C)oc3c(CN4CCCCC4)c(O)ccc3c2=O)c1	-1.2	i	3
COCCNC(=O)C1CCN(C(=O)c2cc3sccc3n2Cc2ccc(F)cc2)CC1	-1.7	i	12
O=[N+]([O-])c1ccc(-n2nnnc2CN2CCCCC2)cc1	-0.9	i	81
CCCC(=O)C1=C(O)C(C(=O)OC)C(C)(C)CC1=NCc1ccccc1 (stereo not given)	-1.3	i	21
CCNC(=S)NC(=NCc1cccnc1)Nc1nc(C)cc(C)n1	-1.2	i	17
Cc1cccc(-n2ncc3c2CCCC3NC(=O)CCc2ccncc2)c1C (stereo not given)	-1.5	i	5
O=c1cc2oc3cc(O)c(O)cc3c(-c3ccccc3[N+](=O)[O-])c-2cc1O	1.7	i	12
O=[N+]([O-])c1cccc(CN2CCN(S(=O)(=O)Cc3ccccc3)CC2)c1	-0.2	i	24
CCCCN(Cc1cc2cc(OC)ccc2[nH]c1=O)C(=O)c1ccccn1	-1.6	i	25
SMILES	STK33 inh	KCNQ2 block	OX1R antag
CCN(CC(=O)NCc1cccs1)c1ccc(S(=O)(=O)N2CCOCC2)cn1	-0.9	i	12
COc1ccc(S(=O)(=O)N(n2c(C)nnc2-n2nc(C)cc2C)S(=O)(=O)c2ccc(OC)cc2)cc1	0.2	i	13
Fc1cccc(Cc2noc(CN3CCSCC3)n2)c1	/	i	24
Cc1cc(C(=O)CN2C(=O)NC3(CCCc4ccccc43)C2=O)c(C)n1C (stereo not given)	-0.8	/	38
Cc1ccccc1CN(C)CCS(=O)(=O)c1cc(Cl)ccc1Cl	-0.9	i	20
Cn1cc(S(=O)(=O)N2CCN(c3ccc(F)cc3)CC2)c(=O)n(C)c1=O	-3.0	i	-1
COc1cccc(OCC(=O)NC2CCCCC2)c1	0.2	i	0
NC(=O)c1ccc(NC(=O)COc2coc(CN3CCc4ccccc4C3)cc2=O)cc1	-0.6	i	25
CCc1[nH]c(=O)c(C#N)c2c1COC(C)(C)C2	2.2	i	3
CNC(=S)N/N=C/c1cc(Br)cc(Br)c1O	-0.3	i	27
CCCn1c(SC(C(=O)Nc2cc(C)ccc2OC)c2ccccc2)nc2ccccc2c1=O (stereo not given)	-1.2	i	7
CCc1c(C)c(C#N)c2nc3ccccc3n2c1N1CCN(c2cc(C)ccn2)CC1	-1.0	i	8
COc1ccccc1S(=O)(=O)NCc1ccc(C(=O)N(C)Cc2ccc(F)cc2)cc1	-1.7	/	2
CCOC(=O)C1=C2N(C)c3ccccc3N2CCC1=O	0.2	/	2
O=C(CN1C(=O)C2(OCCO2)c2cc(Br)ccc21)NO	0.2	i	10
CN1CCN(C(=O)N(c2ccccc2)c2ccccc2)CC1	-2.1	i	10
Cc1[nH]c2ccc3ccccc3c2c(=O)c1C/C=C/Cl	-1.3	i	26
NS(=O)(=O)c1ccc(CNC(=O)COc2ccc3c4c(c(=O)oc3c2)CCCC4)cc1	-0.2	i	6
N#Cc1ccc(-c2ccc(C3Nc4ccccc4C(=O)N3O)o2)cc1 (stereo not given)	0.2	/	9
CCCC(c1nnnn1C1CCCCC1)N1CCN(C(=O)c2ccco2)CC1 (stereo not given)	-0.3	i	6
CCOc1ccc(/C=C/C(=O)N(C)CC(=O)Nc2cccc(F)c2)cc1OCC	-0.8	i	17
CC(=O)Nc1ccc(N(C(=O)CNC(=O)c2cccs2)C(C(=O)NCC2CCCO2)c2ccccc2)cc1 (stereo not given)	-0.1	i	3
O=C(CSc1nc2nc(-c3cccs3)cc(C(F)(F)F)c2c(=O)[nH]1)NCc1ccco1	2.9	i	12
CCc1ccc(OCC(=O)NC2CCCCC2)c(Br)c1	-2.5	i	15
Cc1ccc(NC(=O)/C=C/c2ccco2)nc1	2.4	i	-1

Gathered by group, the entries above containing a COOH group
SMILES	STK33 inh	KCNQ2 block	OX1R antag
CC(C)(C)c1cc(C(=O)O)n(Cc2ccc(Cl)cc2Cl)n1	-1.1	i	12
COc1ccc(/C=C/C(=O)CCC(=O)O)cc1	0.3	i	26
C[C@@H]1NC(=O)N[C@@H]1CCCCCC(=O)O	-1.0	i	3
CCOc1ccc(C(CC(=O)O)NC(=O)c2ccco2)cc1 (stereo not given)	-1.2	i	2

(more compounds)
SMILES	STK33 inh	KCNQ2 block	OX1R antag
C=CCNc1nc(C(=O)OCC(=O)NCc2ccccc2OC)cs1	-0.8	i	6
COCCCNC(=O)/C(C#N)=C/c1c(N2CCN(c3ccccc3)CC2)nc2ccccn2c1=O	-0.6	i	27
COc1ccc(CCC(=O)O)cc1OC	-0.1	i	6
Cc1cc(C)n(-c2nc(NCCN(C)C)c3c4c(sc3n2)COC(C)(C)C4)n1	-0.3	i	12
COC1CCCN(C(=O)c2ccc3oc(Cc4ccc(Cl)cc4)nc3c2)C1 (stereo not given)	0.4	i	20
Cc1cc(C(C)(C)C)nc2[nH]n(-c3ccccc3)c(=O)c12	-0.9	i	20
COc1ccc(CCNC(=O)c2ccc(Cl)cc2)cc1	2.3	i	2
Cc1cc(-c2nnc(CCC(=O)NC(C)c3cccc4ccccc34)o2)no1 (stereo not given)	-2.4	i	8
Cc1ccc(CNC(=O)CSc2nnc(CNC(=O)c3ccccc3)o2)cc1	-0.5	i	20
COc1ccc(CCC(=O)OCc2csc(CC(=O)Nc3ccc(C)cc3)n2)cc1OC	-3.5	/	-1
COc1ccc(CCNC(=O)c2cc(C3CC3)nc3c2cnn3C(C)C)cc1	-0.7	/	0
CC(C)(C)c1ccccc1N=Cc1ccc2ccccc2n1	1.1	-6.4*	7
COc1ccc(S(=O)(=O)Cc2ccc(C(=O)N3CCN(c4ncccn4)CC3)o2)cc1	0.2	/	8
Cc1cccc(C(C(=O)NC2CCCC2)N(Cc2cccnc2)C(=O)c2csnn2)c1 (stereo not given)	-1.4	i	7
CCOC(=O)C1CCN(C(=O)c2ccccc2NC(=O)C2=C(C)OCCS2)CC1	-0.7	i	54
Cc1ccc(C)c(N2CCN(c3ncccc3[N+](=O)[O-])CC2)c1	0.3	-6.6*	-1
Cc1cccc(OCc2nnc(SCC(=O)N3CCN(c4ccccc4)CC3)o2)c1C	-0.5	i	22

Assay outcomes (PubChem BioAssay)
